S1P3 antag: S1P3 receptor antagonists, primary screen, cell-based. hit rate 0.27% among 170,000. Sphingosine 1-phosphate receptor 3 (Homo sapiens), Q99500. inhibition, % at 4.98 µM. CHO S1P3 NFAT-BLA reporter, FRET fluorescence, antagonist mode;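 active means inhibition above the plate cutoff, the mean inhibition of test wells on that plate plus 3 SD, cut at about 28% in these data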;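 further: cells challenged with S1P at its EC80 of 0.8 µM; blue over green emission ratio from cleaved BLA substrate after 4 h stimulation; 0% = S1P-stimulated wells and 100% = unstimulated DMSO-only wells; some compounds past the cut are filed as inactive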
DTT redox prof: compounds producing H2O2 with reducing agent – biochemical, NIH compound library profiling, artefact control for MLSCN library redox annotation, primary screen; activation, % at 10 µM; DTT-dependent redox cycling H2O2, phenol red/HRP absorbance; 100% = 100 µM peroxide control, 0% = buffer; hit rate 0.03% among 200,000;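 active means activation of at least 50% relative to the plate's high and low controls in the primary single-dose screen; inactive means activation below 50%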;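 further: compound incubated with DTT at 0.8 mM final as the reducing agent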
SRC2 TRFRET art: TR-FRET signal artefacts, primary screen, artefact control for PPARgamma SRC-2 agonist project, biochemical; TR-FRET artefact counter-screen; active compounds read high; TR-FRET ratio at 8 µM; hit rate 0.4% among 200,000; AID 1049, 2008; in the data active means TR-FRET ratio above about 2000; further: inactives centre near 1500
bIAP inhibitor: bovine intestinal alkaline phosphatase inhibitors, primary screen, selectivity assay for TNAP inhibitor project, biochemical, bovine IAP, CDP-star luminescence | alkaline phosphatase, intestinal [Bos taurus] | purified bovine IAP, 30 min | inhibition, % at 20 µM | 190,000 tested, under 10 active;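 active means over 50% inhibition of intestinal alkaline phosphatase at 20 µM in the single-dose screen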
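System: Purified bovine intestinal alkaline phosphatase (IAP) enzyme | Input: IAP diluted 1/65,000,000 in the well | Also added: CDP-star chemiluminescent phosphatase substrate, 30 µM final | Dosing: 20 µM single dose | Times: Enzyme reaction for 30 min at room temperature | Detection: Luminescence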
ROMK mod: ROMK potassium channel modulators, primary screen, cell-based, thallium flux, MLSMR library. AID 1918, 2009. B-score at 10 µM. Tet-inducible ROMK, thallium flux fluorescence; actives lie on both sides. hit rate 2% among 130,000;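 active means signal ratio slope over the read window, or its plate-corrected B-score, at least 3 SD from the plate mean, either direction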;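 further: B-score of the F/F0 ratio slope over 7 to 12 s after thallium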
PPARg SRC1 recr: PPARgamma agonists recruiting SRC-1 coactivator, primary screen, biochemical; Peroxisome proliferator-activated receptor gamma (Homo sapiens), P37231; PPARgamma-SRC-1 coactivator recruitment biochemical assay; activation, % at 8 µM; hit rate 0.41% among 200,000; AID 631, 2007; in the data active means activation above about 19%;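 further: 0% = DMSO and 100% = reference agonist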
PPARg SRC-3 ag: PPARgamma agonists recruiting SRC-3 coactivator, primary screen, biochemical; Peroxisome proliferator-activated receptor gamma (Homo sapiens), P37231; biochemical PPARgamma/SRC-3 coactivator recruitment assay; activation, % at 8 µM; hit rate 0.26% among 200,000; AID 731, 2007; in the data active means activation above about 23%;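 further: 0% = DMSO and 100% = reference agonist; some compounds past the cut are filed as inactive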
TLR4 MyD88 comp: inhibitors of TLR4-MyD88 association in cells, primary screen, cell-based, HeLa CL3-4, BLA complementation, FRET ratio; AID 861, 2007; HeLa CL3-4 TLR4/MyD88 BLA complementation; Toll-like receptor 4 (Homo sapiens) + Myeloid differentiation primary response protein …; inhibition, % at 8.4 µM; hit rate 0.18% among 200,000; in the data active means inhibition above about 25%;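 further: 0% = vehicle and 100% = reference inhibitor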
Target sequence (O00206 whole entry, looked up): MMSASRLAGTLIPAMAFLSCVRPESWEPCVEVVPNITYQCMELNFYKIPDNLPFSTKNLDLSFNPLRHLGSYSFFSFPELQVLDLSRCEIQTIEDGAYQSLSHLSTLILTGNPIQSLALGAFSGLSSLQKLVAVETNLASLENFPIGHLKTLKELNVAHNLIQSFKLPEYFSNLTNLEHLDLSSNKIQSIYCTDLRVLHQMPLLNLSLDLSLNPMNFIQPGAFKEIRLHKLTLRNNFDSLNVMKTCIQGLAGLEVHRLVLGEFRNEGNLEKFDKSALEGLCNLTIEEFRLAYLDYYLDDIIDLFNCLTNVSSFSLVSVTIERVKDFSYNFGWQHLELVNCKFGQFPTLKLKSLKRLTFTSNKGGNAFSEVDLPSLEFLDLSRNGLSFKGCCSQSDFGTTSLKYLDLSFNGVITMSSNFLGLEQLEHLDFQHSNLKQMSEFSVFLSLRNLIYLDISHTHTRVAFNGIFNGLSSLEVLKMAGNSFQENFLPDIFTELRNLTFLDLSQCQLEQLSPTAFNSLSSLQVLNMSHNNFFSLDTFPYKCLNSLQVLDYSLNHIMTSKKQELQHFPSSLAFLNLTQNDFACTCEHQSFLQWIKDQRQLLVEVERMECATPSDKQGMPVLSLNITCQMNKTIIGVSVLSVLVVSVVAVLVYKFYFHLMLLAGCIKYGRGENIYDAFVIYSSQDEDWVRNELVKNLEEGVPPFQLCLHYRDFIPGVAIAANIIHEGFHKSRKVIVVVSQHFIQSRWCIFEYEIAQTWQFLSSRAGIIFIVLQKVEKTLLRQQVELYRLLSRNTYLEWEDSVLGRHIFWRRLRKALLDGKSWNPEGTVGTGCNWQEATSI
Target sequence (Q99836 whole entry, looked up): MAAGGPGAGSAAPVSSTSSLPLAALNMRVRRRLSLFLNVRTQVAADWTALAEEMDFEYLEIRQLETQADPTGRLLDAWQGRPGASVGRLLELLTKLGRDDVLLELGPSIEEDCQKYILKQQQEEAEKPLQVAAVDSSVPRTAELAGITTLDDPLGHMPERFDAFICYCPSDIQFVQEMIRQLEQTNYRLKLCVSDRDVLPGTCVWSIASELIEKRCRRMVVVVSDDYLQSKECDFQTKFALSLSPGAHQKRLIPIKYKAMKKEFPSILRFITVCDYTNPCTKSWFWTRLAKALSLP
bIAP act: bovine intestinal alkaline phosphatase activators, primary screen, biochemical, bovine IAP, CDP-star luminescence; activation factor at 20 µM; hit rate 0.17% among 200,000; alkaline phosphatase, intestinal [Bos taurus]; purified bovine IAP, 30 min; active compounds read high; fold of DMSO-control signal, blank-subtracted;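 active means activation factor of 2 or more at 20 µM, a signal rise over negative controls twice the positive control's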
PPARg SRC2 recr: agonists of PPARg-SRC-2 recruitment, primary screen, biochemical, HTS. PPARgamma LBD-SRC-2 recruitment. activation, % at 8 µM. hit rate 0.34% among 200,000. AID 1032, 2008; in the data active means activation above about 22%;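 further: 0% = vehicle and 100% = reference agonist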
Lmaj promast: Leishmania major promastigote growth inhibition, primary screen; hit rate 9% among 200,000; Leishmania major promastigotes, resazurin fluorescence viability; inhibition, % at 10 µM; in the data active means inhibition above about 50%;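 further: promastigotes grown with compound for 44 hours at 28 °C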
Starred values were filed as active, the others as inactive; . = no result given.

#1 C/C(=N\NC(=O)c1ccc(C)cc1C)c1ccc2c(c1)Nc1ccccc1S2
#2 CCN(CC)C(=O)Cn1cnc2sc(C(=O)N3CCN(c4ccc(F)cc4)CC3)c(C)c2c1=O
#3 COc1ccc(-c2nc(CSCC(=O)N3CCc4ccccc43)c(C)o2)cc1OC
#4 O=C(C1CCCCC1)N1CCC(c2nc3c(nnn3Cc3c(F)cccc3Cl)c(=O)[nH]2)CC1
#5 Cn1cc(C(=O)c2ccc(Cl)cc2Cl)cc1C(=O)O
#6 COc1ccccc1CNC(=O)CCCn1c(=O)c2ccccc2n(CC(=O)NC2CCCC2)c1=O
#7 Cc1ccc(S(=O)(=O)Cc2csc(N)n2)cc1
#8 O=C(CN1CCOCC1)Nc1ccccc1
#9 O=C(CCCC(=O)OCC(Cl)=C(Cl)Cl)Nc1ccc(F)cc1
#10 CC(C)n1c(O)c(N=NC(=O)Cc2csc(N3CCOCC3)n2)c2ccccc21

compound no.	1	2	3	4	5	6	7	8	9	10
S1P3 antag	-1	-19	11	-31	.	-22	-40	.	-6	-8
DTT redox prof	-0.7	-1.0	-5.4	1.9	2.9	0.7	-2.8	0.2	0.0	-0.5
SRC2 TRFRET art	1534	1514	1458	1549	1581	1491	1591	1479	1595	1708
bIAP inhibitor	14	-4	-2	0	1	2	1	7	9	-5
ROMK mod	0.27	1.3	-0.45	.	.	.	.	0.073	.	-0.13
PPARg SRC1 recr	11	5	-2	8	-5	9	2	5	6	0
PPARg SRC-3 ag	8	-1	5	24	10	5	-1	6	2	4
TLR4 MyD88 comp	1	0	3	15	-5	-3	14	-2	2	5
bIAP act	0.9	1	1	1	1	1	1	0.9	0.9	1.1
PPARg SRC2 recr	10	6	6	11	1	17	5	-2	7	-8
Lmaj promast	45	-4	17	1	-6	-6	-8	-4	-9	-2

2 of these compounds in another layout.
item | compound | S1P3 antag | DTT redox prof | SRC2 TRFRET art | bIAP inhibitor | ROMK mod | PPARg SRC1 recr | PPARg SRC-3 ag | TLR4 MyD88 comp | bIAP act | PPARg SRC2 recr | Lmaj promast
9 | O=C(CCCC(=O)OCC(Cl)=C(Cl)Cl)Nc1ccc(F)cc1 | -6 | 0.0 | 1595 | 9 | . | 6 | 2 | 2 | 0.9 | 7 | -9
10 | CC(C)n1c(O)c(N=NC(=O)Cc2csc(N3CCOCC3)n2)c2ccccc21 | -8 | -0.5 | 1708 | -5 | -0.13 | 0 | 4 | 5 | 1.1 | -8 | -2

Next part
#11 Cc1cs/c(=N\N=C\c2cccc([N+](=O)[O-])c2)n1Cc1ccco1
#12 N#C[C@H]1[C@H](c2ccccc2)[C@](C#N)(C(=O)c2ccccc2)[C@@H]2C=Cc3ccccc3N21
#13 Cc1ccc(NC(=S)C2=C(O)c3ccccc3N(C)S2(=O)=O)cc1
#14 COc1cccc(Cn2cccc(NC(=O)Nc3ccccc3C)c2=O)c1
#15 COc1cc(/C=C(\C#N)c2nc3ccccc3n2C)cc(OC)c1O
#16 O=C(CNS(=O)(=O)N1CCOCC1)N/N=C/c1cccnc1
#17 O=C(NCC(=O)N(CC1CCCO1)C(C(=O)NC1CCCCC1)c1ccc(F)cc1)c1ccco1 (stereo not given)
#18 CCc1ccc(NS(=O)(=O)c2cc(OC)ccc2OC)cc1
#19 O=S(NCc1ccco1)C12CC3CC(CC(C3)C1)C2 (stereo not given)
#20 O=C(CNC(=S)N(Cc1ccccc1)Cc1cccnc1)N1CCOCC1

compound no.	11	12	13	14	15	16	17	18	19	20
S1P3 antag	12	.	.	-5	-20	-3	-9	21	.	1
DTT redox prof	0.5	-3.7	1.6	0.8	-0.3	-0.3	0.2	-0.3	0.2	-0.2
SRC2 TRFRET art	1598	1366	1427	1654	1674	1222	1545	1419	1412	1697
bIAP inhibitor	16	0	6	6	36	-8	-13	15	-6	-9
ROMK mod	.	-2.8*	.	-0.44	-4.1*	-0.82	-1	-0.51	-0.11	0.9
PPARg SRC1 recr	1	8	5	2	6	-6	0	4	0	0
PPARg SRC-3 ag	-1	6	-15	3	11	3	-7	-3	5	-5
TLR4 MyD88 comp	-2	4	1	-6	-12	-3	4	8	13	-13
bIAP act	0.8	1	0.9	0.9	0.6	1.1	1.1	0.9	1.1	1.1
PPARg SRC2 recr	6	-6	-2	4	9	-1	-3	-9	4	-2
Lmaj promast	-4	48	-7	11	0	-8	3	9	0	-5

#21 N#CCCn1cc(/C=N/NC(N)=S)c(-c2ccc(-c3ccccc3)cc2)n1
#22 COc1ccc(C(=O)NCCCCCC(=O)O)cc1OC
#23 CC(C)(C)CC(=O)NCCCN1CCOCC1
#24 Cc1ccc(C2C(C#N)=C(N)Oc3n[nH]c(-c4ccccc4)c32)o1 (stereo not given)
#25 S=c1[nH]ncn1/N=C/c1ccccn1
#26 O=C(Cn1cnc2ccccc21)N/N=C/c1ccccc1
#27 O=C(COC(=O)Cc1ccsc1)NCc1ccccc1
#28 Cc1nn(-c2ccccc2)c2[nH]c(=O)c(CNCCN3CCOCC3)cc12
#29 O=C(NCc1ccccc1)c1sc(=S)n2c1[nH]c(=O)c1ccccc12
#30 Cc1cccc(C)c1NC(=S)NCCCN1CCCC1=O

compound no.	21	22	23	24	25	26	27	28	29	30
S1P3 antag	-8	.	-13	.	.	-11	22	-12	.	-4
DTT redox prof	-0.6	-0.2	-0.2	-0.7	-1.8	0.1	-0.5	16	1.7	0.0
SRC2 TRFRET art	1429	1513	1609	1696	1665	1586	1731	1477	1773	1369
bIAP inhibitor	0	12	2	-1	13	-5	-4	-4	16	-16
ROMK mod	.	0.41	0.62	-1.6	-0.66	-0.049	-0.009	.	.	0.68
PPARg SRC1 recr	-1	2	4	3	7	-4	-6	2	3	-2
PPARg SRC-3 ag	-3	5	1	2	8	-1	1	-8	7	-2
TLR4 MyD88 comp	10	-1	-6	3	8	0	7	-3	-11	-9
bIAP act	1	0.9	1	1	0.9	1.1	1	1	0.8	1.2
PPARg SRC2 recr	-2	0	3	5	5	6	11	8	11	0
Lmaj promast	34	-1	-14	19	-7	-9	-8	-4	-12	26

#31 Cc1cccc(/N=C2/NC(=O)C(Cc3ccccc3)S2)n1 (stereo not given)
#32 CC(=O)NS(=O)(=O)c1ccc(NC(=O)CSc2ccc(Cl)cc2)cc1
#33 CCOC(=O)c1[nH]c2c(c1C)C(=O)CC(c1ccc(F)cc1)C2 (stereo not given)
#34 CCCNC(=O)c1ccccc1NC(=O)CSCc1ccc(OC)cc1
#35 Cc1ccc(/C=C/C(=O)OC(C)C(=O)Nc2ncc(Cl)cc2Cl)o1 (stereo not given)
#36 CC(=O)c1ccc(N2CCN(C(=O)CCC(=O)c3cccs3)CC2)cc1
#37 O=c1cc(-c2ccncc2)oc2ccccc12
#38 COc1ccc(Sc2nc(-c3ccccc3)ncc2OC)cc1
#39 CC1=Nc2ccccc2N=C(N)C1c1ccccc1 (stereo not given)
#40 O=C1CCCN1CCCNS(=O)(=O)c1ccc(Br)cc1

compound no.	31	32	33	34	35	36	37	38	39	40
S1P3 antag	-6	-13	16	.	-8	-7	-20	4	8	-9
DTT redox prof	-0.7	-1.1	0.2	0.2	0.2	-0.2	1.8	-0.6	0.4	-1.8
SRC2 TRFRET art	1585	1509	1469	1475	1533	1601	1593	1499	1545	1445
bIAP inhibitor	5	1	3	13	-12	-4	7	0	12	14
ROMK mod	0.28	0.49	.	-0.085	.	-0.33	.	0.34	-0.5	-0.53
PPARg SRC1 recr	9	-2	-5	-4	10	2	1	10	5	5
PPARg SRC-3 ag	1	0	3	-2	9	0	3	3	0	-3
TLR4 MyD88 comp	5	-5	3	5	8	-7	-1	13	7	-9
bIAP act	0.9	1	1	0.9	1.1	1	0.9	1	0.9	0.9
PPARg SRC2 recr	3	-2	-4	2	2	-1	-2	9	5	-8
Lmaj promast	7	-7	9	9	47	0	-4	-4	-2	2

#41 COc1cccc(NC(=O)C(Sc2nnc(Nc3ccccc3C)s2)c2ccccc2)c1 (stereo not given)
#42 Cn1c(=O)cc(OCC(=O)NCCCN2CCN(c3cccc(Cl)c3)CC2)c2ccccc21
#43 COc1ccc(-c2csc(NC(=S)NC(=O)c3cccs3)n2)cc1OC
#44 O=C(O)C1CCC(Cn2c(SCc3cc(=O)n4ccccc4n3)nc3ccsc3c2=O)CC1 (stereo not given)
#45 CCc1ccc(NC(=O)C2C3/C=C\CCCCC32)cc1 (stereo not given)
#46 Cc1ccc(Cl)cc1NC(=O)C(=O)N1CCCCC1
#47 CCOC(=O)c1c(NS(C)(=O)=O)sc2c1CCC(C)C2 (stereo not given)
#48 CCN(C1=NS(=O)(=O)c2ccccc21)N(CC)S(=O)(=O)c1ccc(C)cc1
#49 CCOC(=O)C[n+]1c(C)ccc2c1CCC2
#50 O=C(N/N=C/C(Cl)=C/c1ccccc1)c1ccco1
#51 O=C(CCCC(=O)NNC(=O)Nc1ccccc1)NNC(=O)Nc1ccccc1
#52 CCCOC(=O)c1cccc(NC(=O)c2cccnc2)c1

compound no.	41	42	43	44	45	46	47	48	49	50	51	52
S1P3 antag	4	15	5	9	-3	-9	-1	-8	.	8	5	-45
DTT redox prof	0.0	-0.4	-2.0	-0.1	0.0	-0.8	1.3	0.2	0.8	-0.7	-1.4	2.2
SRC2 TRFRET art	1631	1621	1461	1680	1726	1474	1487	1458	1530	1687	1458	1667
bIAP inhibitor	47	-4	-2	1	-12	-4	-11	9	-7	14	-22	8
ROMK mod	-0.0068	.	0.34	0.014	0.036	0.079	0.67	-0.82	-0.2	-0.17	-0.1	.
PPARg SRC1 recr	8	0	-4	10	2	-3	-1	1	5	9	8	4
PPARg SRC-3 ag	3	2	-1	1	3	1	11	-4	2	1	0	-3
TLR4 MyD88 comp	-8	-4	6	15	2	14	3	3	-3	-3	7	-14
bIAP act	0.5	1	1	1	1.1	1	1.1	0.9	1.1	0.9	1.2	0.9
PPARg SRC2 recr	2	3	4	-3	4	-6	5	5	4	0	9	7
Lmaj promast	13	0	-1	-2	1	-12	-8	-2	-4	17	1	2

A different layout for part of the listing above:
no. | canonical_smiles | S1P3 antag | DTT redox prof | SRC2 TRFRET art | bIAP inhibitor | ROMK mod | PPARg SRC1 recr | PPARg SRC-3 ag | TLR4 MyD88 comp | bIAP act | PPARg SRC2 recr | Lmaj promast
40 | O=C1CCCN1CCCNS(=O)(=O)c1ccc(Br)cc1 | -9 | -1.8 | 1445 | 14 | -0.53 | 5 | -3 | -9 | 0.9 | -8 | 2
51 | O=C(CCCC(=O)NNC(=O)Nc1ccccc1)NNC(=O)Nc1ccccc1 | 5 | -1.4 | 1458 | -22 | -0.1 | 8 | 0 | 7 | 1.2 | 9 | 1
